M1 ag parental – M1 agonist counterscreen hit in parental CHO-K1 cells; AID 602248; Fluo-8 calcium fluorescence; scaled to maximal ATP response, vehicle zero; activation, % at 3 µM; 0.48% of 360,000 active; in the data active = activation above about 15%;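 also: untransfected CHO-K1 host cells lacking M1 receptor as counterscreen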
CHO parental Ca – counter-screen for OX1R antagonists: effect in parental CHO cells | parental CHO-K1, ATP-induced calcium, Fluo-8 fluorescence | inhibition, % at 5.6 µM | 0.63% of 330,000 active | AID 463079;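 active = inhibition above that plate's mean sample inhibition plus 3 SD, cut at about 26% in these data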;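 also: 0% = ATP-challenged DMSO wells and 100% = DMSO wells without ATP; some compounds past the cut are filed as inactive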
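Test system: untransfected parental CHO cell line; also added: ATP stimulus; dosing: 5.6 µM, single dose; signal: calcium-sensitive Fluo-8 fluorescence; measure: percent inhibition of ATP-evoked calcium rise, normalized to controls; benchmarks: low control ATP plus DMSO, high control DMSO only; replication: one well per compound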
OXTR potentiate – potentiates the human oxytocin receptor response; CHO-OTR cells, Fluo-8 calcium fluorescence, potentiator mode; 0% = oxytocin EC15, 100% = EC100; activation, % at 3 µM; AID 2445; 0.061% of 320,000 active; P30559;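 active = activation above that plate's cutoff, the mean activation of tested compounds plus 3 SD, cut at about 6.6% in these data, passing the limit was not always enough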;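 also: 100% uses oxytocin at 75 nM as the full agonist control; some results filed as inactive read as strong as hits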
Target sequence (P30559 whole entry, looked up): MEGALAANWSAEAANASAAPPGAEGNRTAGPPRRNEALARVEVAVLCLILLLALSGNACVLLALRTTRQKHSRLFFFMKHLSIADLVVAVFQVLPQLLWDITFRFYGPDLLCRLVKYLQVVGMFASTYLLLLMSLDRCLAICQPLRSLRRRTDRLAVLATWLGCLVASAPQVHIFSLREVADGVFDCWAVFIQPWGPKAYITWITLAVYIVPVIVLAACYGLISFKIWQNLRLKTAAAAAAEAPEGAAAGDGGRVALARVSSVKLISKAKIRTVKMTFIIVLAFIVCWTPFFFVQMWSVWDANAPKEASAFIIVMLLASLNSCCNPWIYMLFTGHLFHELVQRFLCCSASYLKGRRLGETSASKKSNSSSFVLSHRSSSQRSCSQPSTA
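Replication – single well per compound, singlicate · Assay system – CHO cell line stably expressing human OTR · Timing – 6 min pre-incubation, 100 s read · Measure – normalized max/min fluorescence ratio, % activation · Doses – 3.0 µM, one dose · Detection – Fluo-8 calcium dye fluorescence · Probe or stimulus – oxytocin near EC15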
OXTR agonist – activates the human oxytocin receptor. P30559. CHO-OTR cells, Fluo-8 calcium fluorescence; normalized: DMSO 0%, oxytocin 100%. activation, % at 3 µM. 0.32% of 320,000 active. AID 2435;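 active = activation above the mean of all tested compounds plus 3 SD, cutoff set per screening run, cut at about 20% in these data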;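 also: peak over basal fluorescence ratio from a 100 s FLIPR kinetic read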
CHO-K1 Ca antag – nonselective inhibitor or artifact in parental CHO-K1 cells | inhibition, % at 3 µM | AID 602250 | 0.6% of 360,000 active | ATP-induced calcium, Fluo-8 fluorescence;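 active = inhibition above a per-plate cutoff, the plate's mean sample inhibition plus 3 SD, cut at about 24% in these data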;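 also: 0% = DMSO plus EC80 ATP and 100% = DMSO alone without ATP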
M1 PAM parental – M1 PAM counterscreen hit in parental CHO-K1 cells; activation, % at 3 µM; AID 602247; 0.02% of 360,000 active; ATP EC20, Fluo-8 calcium fluorescence; 0% at ATP EC20, 100% at ATP max;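 active = activation above the run cutoff, the mean activation of all test compounds plus 3 SD, cut at about 40% in these data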;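 also: peak over basal fluorescence ratio in a 140 s read after ATP addition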
TAAR1 antag – human TAAR1 antagonism | CHO RD-HGA16 TAAR1, Fluo-8 calcium fluorescence, antagonist | inhibition, % at 3 µM | 1.5% of 360,000 active;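 active = inhibition above a per-plate cutoff, the mean inhibition of test compounds on that plate plus 3 SD, cut at about 49% in these data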;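 also: 0% = DMSO plus EC80 beta-PEA response and 100% = DMSO alone without agonist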
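System: CHO RD-HGA16 cells bearing hTAAR1. Reagent: EC80 β-phenethylamine stimulus. Schedule: seeding 17-24 h prior, 75-min 37 °C, 30-min RT dye loading. Signal: Fluo-8 intracellular calcium dye fluorescence, real-time kinetic reads. Read-out: % inhibition from peak post-agonist over basal fluorescence ratio. Benchmarks: vehicle wells and EC80 agonist wells. Replicates: n of 1.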
GPR7 antagonist – human neuropeptides B/W receptor 1 antagonism; P48145; inhibition, % at 4.4 µM; AID 1861; GPR7-expressing cells, fluorescence antagonist assay; 1.1% of 290,000 active; in the data active = inhibition above about 16%, passing the limit was not always enough;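 also: cells stimulated with the agonist NPW; 0% = agonist with vehicle and 100% = vehicle without agonist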
V1aR counter – counter-screen for oxytocin receptor agonists: human V1a receptor agonists | P37288 | CHO-V1R cells, Fluo-8 calcium fluorescence, agonist mode; 0% DMSO, 100% 3 nM vasopressin | activation, % at 3 µM | 0.25% of 320,000 active;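 active = activation above the mean activation of all tested compounds plus 3 SD, per screening run, cut at about 20% in these data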;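 also: signal is peak over basal fluorescence ratio across a 100 second FLIPR read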
Target sequence (P37288 whole entry, looked up): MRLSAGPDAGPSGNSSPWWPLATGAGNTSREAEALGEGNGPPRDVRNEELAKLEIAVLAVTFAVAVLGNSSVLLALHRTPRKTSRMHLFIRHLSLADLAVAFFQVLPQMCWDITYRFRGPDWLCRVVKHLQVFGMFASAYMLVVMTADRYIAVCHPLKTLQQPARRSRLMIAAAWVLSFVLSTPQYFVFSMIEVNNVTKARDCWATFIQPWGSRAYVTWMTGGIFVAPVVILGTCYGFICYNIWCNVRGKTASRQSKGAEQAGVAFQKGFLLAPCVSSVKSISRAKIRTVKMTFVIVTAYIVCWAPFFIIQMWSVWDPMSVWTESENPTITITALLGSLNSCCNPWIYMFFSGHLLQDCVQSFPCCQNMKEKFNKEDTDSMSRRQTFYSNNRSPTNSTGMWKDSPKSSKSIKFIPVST
* marks the source's active call; other numbers are inactive results; & = joins results of further samples. Not a hit list; overall some 3.5% were active at least once.

How did COc1ccccc1NC(=O)c1ccc(N2CC3CC(C2)c2cccc(=O)n2C3)c(NC(=O)c2ccncc2)c1 (stereo unspecified) do in these assays?
M1 ag parental: -0.1; CHO parental Ca: -16.6; OXTR potentiate: 6.5; OXTR agonist: -0.9; CHO-K1 Ca antag: 8.7; M1 PAM parental: -9.2; TAAR1 antag: -31.5; GPR7 antagonist: -3.5; V1aR counter: 0.9

Results for Cc1ccc(CNC(=O)CCNC(=O)c2ccc(Br)o2)cc1 ?
M1 ag parental: 0.8; CHO parental Ca: -11.5; OXTR potentiate: -4.4; OXTR agonist: -0.3; CHO-K1 Ca antag: -13.9; M1 PAM parental: 17.6; TAAR1 antag: 18.6; GPR7 antagonist: -4.5; V1aR counter: 0.2

Results for O=C(Cc1ccc(S(=O)(=O)N2CCOCC2)s1)N(Cc1ccccc1)c1ccccc1 ?
M1 ag parental: 4.2; CHO parental Ca: -16.7; OXTR potentiate: -4.9; OXTR agonist: 0.6; CHO-K1 Ca antag: 16.8; M1 PAM parental: -15.0; TAAR1 antag: 35.8; V1aR counter: 4.4

What do the screens show for `Cc1ccc(NC(=O)CC2Oc3ccccc3NC2=O)c(C)c1` (stereo unspecified)?
M1 ag parental: -0.1; CHO parental Ca: -0.6; OXTR potentiate: -2.8; OXTR agonist: -0.5; CHO-K1 Ca antag: -4.4; M1 PAM parental: -0.5; TAAR1 antag: 0.6; GPR7 antagonist: -8.8; V1aR counter: -0.1

Results for CC(=O)C1=C(c2ccccc2)NC(=O)NC1c1ccc2c(c1)OCO2 (stereo unspecified) ?
M1 ag parental: -0.1; CHO parental Ca: -11.3; OXTR potentiate: -12.4; OXTR agonist: 1.4; CHO-K1 Ca antag: 7.8; M1 PAM parental: -14.4; TAAR1 antag: -8.2; GPR7 antagonist: -14.4; V1aR counter: -0.8

What do the screens show for `CCc1ccc(C(=O)CN2C(=O)NC(C)(c3ccc(C)cc3)C2=O)cc1` (stereo unspecified)?
M1 ag parental: 1.5; CHO parental Ca: -25.6; OXTR potentiate: -10.0; OXTR agonist: -0.1; CHO-K1 Ca antag: -18.0; M1 PAM parental: 20.8; TAAR1 antag: -1.7; GPR7 antagonist: -4.1; V1aR counter: 4.8

Results for COc1cccc(C(C)NC(=O)Nc2cc(Cl)ccc2OC)c1 (stereo unspecified) ?
M1 ag parental: 0.8; CHO parental Ca: 10.3; OXTR potentiate: -8.1; OXTR agonist: -1.1; CHO-K1 Ca antag: -13.6; M1 PAM parental: 16.7; TAAR1 antag: 11.3; GPR7 antagonist: -15.2; V1aR counter: -0.9

Results for COc1ccc(Nc2nnc(Cc3ccncc3)c3ccccc23)c(OC)c1 ?
M1 ag parental: -0.5; CHO parental Ca: -15.1; OXTR potentiate: -3.2; OXTR agonist: -2.2; CHO-K1 Ca antag: -15.4; M1 PAM parental: 2.2; TAAR1 antag: 10.9; GPR7 antagonist: -7.9; V1aR counter: -1.4

Results for CCCCN(CCCC)c1ncnc2nc[nH]c12 ?
M1 ag parental: 1.1; CHO parental Ca: -6.2; OXTR potentiate: -1.4; OXTR agonist: -2.3; CHO-K1 Ca antag: -0.5; M1 PAM parental: -8.8; TAAR1 antag: -41.2; GPR7 antagonist: -20.2; V1aR counter: -1.4

Results for COc1ccc(CNC(=O)CNC(=O)c2c(C)nn(C)c2Cl)cc1 ?
M1 ag parental: 0.4; CHO parental Ca: -16.5; OXTR potentiate: 2.4; OXTR agonist: 1.1; CHO-K1 Ca antag: -11.2; M1 PAM parental: 5.4; TAAR1 antag: -3.4; GPR7 antagonist: -12.7; V1aR counter: 0.7

What do the screens show for `Cc1cccc(C(=O)NCC(=O)OCC(=O)c2cc(C)n(CC3CCCO3)c2C)c1` (stereo unspecified)?
M1 ag parental: 17.3*; CHO parental Ca: 1.5; OXTR potentiate: -6.0; OXTR agonist: 0.3; CHO-K1 Ca antag: 4.6; M1 PAM parental: 8.2; TAAR1 antag: 29.0; GPR7 antagonist: -8.3; V1aR counter: 1.7

How did CN1CCC2(CC1)C1CN(C)CC=C1C(C#N)=C(N)C2(C#N)C#N (stereo unspecified) do in these assays?
M1 ag parental: 2.3&1.1; CHO parental Ca: 9.2&20.9; OXTR potentiate: -1.9&-11.1; OXTR agonist: 3.8&1.1; CHO-K1 Ca antag: -15.3&-7.7; M1 PAM parental: 11.2&9.4; TAAR1 antag: -4.0&3.8; GPR7 antagonist: 16.7&-2.0; V1aR counter: 2.6&2.9

How did O=C(Nc1cccc(Cl)c1)c1ccc(-n2cncn2)c([N+](=O)[O-])c1 do in these assays?
M1 ag parental: 2.9; CHO parental Ca: -2.3; OXTR potentiate: -5.4; OXTR agonist: 3.7; CHO-K1 Ca antag: 10.6; M1 PAM parental: 12.2; TAAR1 antag: 15.1; GPR7 antagonist: -11.9; V1aR counter: 3.0

Results for O=C(NCCCN1CCC(Cc2ccccc2)CC1)c1ccc2nc(N3CCOCC3)sc2c1 ?
M1 ag parental: 3.2; CHO parental Ca: -13.3; OXTR potentiate: -1.5; OXTR agonist: 7.7; CHO-K1 Ca antag: -8.0; M1 PAM parental: 10.9; TAAR1 antag: -14.0; GPR7 antagonist: -2.2; V1aR counter: 5.1

Results for COCCNC(=O)C1CCCN(C(=O)c2ccc3c(c2)C(C)(C)CCC3(C)C)CC1 (stereo unspecified) ?
M1 ag parental: 0.6; CHO-K1 Ca antag: 6.9; M1 PAM parental: 8.3; TAAR1 antag: -11.1

How did COc1ccc(-n2nc(C(=O)NCc3ccco3)c3ccccc3c2=O)cc1 do in these assays?
M1 ag parental: 0.7; CHO parental Ca: -17.5; OXTR potentiate: -1.0; OXTR agonist: -0.2; CHO-K1 Ca antag: -22.4; M1 PAM parental: 13.1; TAAR1 antag: 6.7; GPR7 antagonist: 11.8; V1aR counter: -0.9

How did COc1ccc(NC(=O)CNC(=O)c2nn(-c3ccc(OC)c(OC)c3)c(=O)c3ccccc23)c(OC)c1 do in these assays?
M1 ag parental: 7.3; CHO parental Ca: -18.6; OXTR potentiate: -9.2; OXTR agonist: -1.7; CHO-K1 Ca antag: -6.8; M1 PAM parental: 1.4; TAAR1 antag: 40.9; GPR7 antagonist: -14.7; V1aR counter: -0.3

What do the screens show for `O=C1NC[C@H](CCCCN2C[C@H](Cc3ccccc3)N(CCC3CCCCC3)C(=O)C2=O)N(CCC2CCCCC2)C1=O`?
M1 ag parental: 0.9; CHO-K1 Ca antag: -20.2; M1 PAM parental: 16.5; TAAR1 antag: -22.3

Results for O=C(O)CCc1ccc(-c2cccs2)n1NC(=O)c1ccc(Cl)cc1 ?
M1 ag parental: 0.3; CHO parental Ca: -6.9; OXTR potentiate: -3.0; OXTR agonist: 0.0; CHO-K1 Ca antag: -2.0; M1 PAM parental: -1.0; TAAR1 antag: -4.4; GPR7 antagonist: -1.2; V1aR counter: -0.9

Results for Cc1cccc(OCc2nnc(SCC(=O)N3CCCC3)n2C)c1 ?
M1 ag parental: 8.6; CHO parental Ca: -3.7; OXTR potentiate: 3.5; OXTR agonist: 0.6; CHO-K1 Ca antag: -5.2; M1 PAM parental: 12.0; TAAR1 antag: -3.7; GPR7 antagonist: -5.6; V1aR counter: 0.0

Results for C=CCc1cc(/C=N/NC(=O)CSc2nnc(CCCc3ccc(OC)cc3)o2)cc(OC)c1O ?
M1 ag parental: 1.2; CHO parental Ca: -9.0; OXTR potentiate: -8.6; OXTR agonist: -1.4; CHO-K1 Ca antag: -5.8; M1 PAM parental: 18.3; TAAR1 antag: 4.5; GPR7 antagonist: -4.4; V1aR counter: 0.0

How did COc1cccc(O)c1CN1CCC(n2nccc2NC(=O)c2ccc3c(c2)OCO3)CC1 do in these assays?
M1 ag parental: 0.1; CHO parental Ca: -16.3; OXTR potentiate: 0.3; OXTR agonist: 0.0; CHO-K1 Ca antag: 12.5; M1 PAM parental: 6.5; TAAR1 antag: -7.5; GPR7 antagonist: -8.0; V1aR counter: 1.1

Results for Cc1cccc(CCNC(=O)C2CCC(=O)N(Cc3ccccc3F)C2)n1 (stereo unspecified) ?
M1 ag parental: 1.6; CHO parental Ca: -8.0; OXTR potentiate: -3.1; OXTR agonist: -0.4; CHO-K1 Ca antag: -20.2; M1 PAM parental: 17.8; TAAR1 antag: -9.4; GPR7 antagonist: -3.9; V1aR counter: 0.9

How did Cc1ccc(NC2=C(C(=O)c3ccccc3)N(C)S(=O)(=O)c3ccccc32)cc1 do in these assays?
M1 ag parental: 0.1; CHO parental Ca: -19.5; OXTR potentiate: -9.6; OXTR agonist: 3.9; CHO-K1 Ca antag: -8.1; M1 PAM parental: 1.5; TAAR1 antag: 6.5; GPR7 antagonist: -8.9; V1aR counter: 1.0

What do the screens show for `CC(=O)c1cc2c(cc1NC(=O)c1ccc(C)cc1)OCCO2`?
M1 ag parental: 0.8; CHO parental Ca: -6.8; OXTR potentiate: -12.2; OXTR agonist: -0.5; CHO-K1 Ca antag: -9.0; M1 PAM parental: 7.7; TAAR1 antag: 10.1; GPR7 antagonist: 1.0; V1aR counter: -0.5

How did Cc1ccc2cc3cc(C(=O)NCCCN4CCc5ccccc5C4)oc3nc2c1 do in these assays?
M1 ag parental: 0.2; CHO parental Ca: -16.9; OXTR potentiate: -6.0; OXTR agonist: 0.0; CHO-K1 Ca antag: -11.0; M1 PAM parental: 14.5; TAAR1 antag: 6.5; GPR7 antagonist: -0.6; V1aR counter: 0.0

How did COC(=O)c1ccccc1NC(=O)c1cc(OC)cc(OC)c1 do in these assays?
M1 ag parental: -0.4; CHO parental Ca: -38.6; OXTR potentiate: -11.8; OXTR agonist: -1.3; CHO-K1 Ca antag: 7.2; M1 PAM parental: -7.2; TAAR1 antag: 3.8; GPR7 antagonist: -12.4; V1aR counter: -0.7

Results for CC(C)c1nn2c(=O)cc(CSc3ccccc3NC(=O)c3ccccc3F)nc2s1 ?
M1 ag parental: 1.1; CHO parental Ca: -24.6; OXTR potentiate: -7.7; OXTR agonist: 0.9; CHO-K1 Ca antag: -2.7; M1 PAM parental: -1.4; TAAR1 antag: -14.6; GPR7 antagonist: -12.5; V1aR counter: 1.5

Compound activity from PubChem.
